Screening data (PubChem)
MEX-5 binding: MEX-5 zinc finger RNA-binding disruptors – biochemical, C. elegans, fluorescence polarization, MLPCN library, primary screen. MEX-5/FITC-TCR2 RNA binding; active compounds read low. activity score (negative = inhibition of binding), % at 10 µM. hit rate 0.38% among 300,000. AID 1832, 2009;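 active means inhibition past about -25% in most replicates, and total fluorescence under double the plate's negative control median, limit read from the data; inconclusive means replicates evenly split on the limit, or fluorescence at least double controls; inactive means too little inhibition in most replicates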;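 further: 0% = DMSO and -100% = 5 µM competing unlabeled TCR2 RNA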
Fam108B counter: mouse Fam108B serine hydrolase inhibitors, primary screen, counter-screen for RBBP9 inhibitor project, biochemical, fluorescence polarization; recombinant Fam108B, FP-Rh probe fluorescence polarization; inhibition, % at 9.51 µM; hit rate 0.33% among 300,000;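 active means inhibition above the screen mean inhibition plus 3 SD, computed separately per campaign, cut at about 18% in these data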;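 further: inhibitors lower polarization as less probe binds the enzyme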
GSTO1 inh: inhibitors of recombinant GSTO1, primary screen, counter-screen for RBBP9 inhibitor project, biochemical, fluorescence polarization | Glutathione S-transferase omega-1 (Homo sapiens), P78417 | activity-based probe fluorescence polarization | inhibition, % at 5.96 µM | hit rate 1.1% among 300,000;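 active means inhibition above the campaign mean inhibition plus 3 SD, cut at about 35% in these data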;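 further: 0% = GSTO1-1 with DMSO and 100% = wells lacking GSTO1-1 enzyme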
Target sequence (P78417 whole entry, looked up): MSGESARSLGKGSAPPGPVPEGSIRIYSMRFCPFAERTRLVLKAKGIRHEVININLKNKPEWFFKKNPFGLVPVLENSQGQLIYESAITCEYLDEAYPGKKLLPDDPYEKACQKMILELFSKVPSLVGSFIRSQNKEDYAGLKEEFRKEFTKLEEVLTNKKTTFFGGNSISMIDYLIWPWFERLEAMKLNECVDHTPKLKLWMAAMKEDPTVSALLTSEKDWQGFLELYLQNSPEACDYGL
TPT1 inh: Candida albicans TPT1 enzyme inhibitors, primary screen, biochemical, fluorescence polarization | tRNA 2'-phosphotransferase TPT1 (Candida albicans SC5314) | recombinant caTPT1, FP RNA substrate dephosphorylation | inhibition, % at 5 µM | hit rate 0.81% among 300,000;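 active means inhibition above the mean of all tested compounds plus 3 SD, set per screening campaign, cut at about 24% in these data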;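 further: plate controls were DMSO alone for no effect and ferristatin control at 100 nM for full effect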
PAD4 inh: human PAD4 inhibitors, primary screen, biochemical, fluorescence polarization, 1536-well format; Protein-arginine deiminase type-4 (Homo sapiens), Q9UM07; recombinant PAD4, RCA probe fluorescence polarization; inhibition, % at 6.36 µM; hit rate 0.41% among 330,000; AID 485272, 2010;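 active means percent inhibition above a cutoff equal to the mean of all tested compounds plus 3 SD, cut at about 15% in these data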;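 further: 0% = PAD4 with RCA probe and DMSO and 100% = probe without PAD4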
PME-1 primary: PME-1 inhibitors via competitive probe labeling, primary screen, biochemical, fluorescence polarization, FP-Rh probe, HTS. Protein phosphatase methylesterase 1 (Homo sapiens), Q9Y570. recombinant PME-1. inhibition, % at 5.9 µM. hit rate 0.53% among 320,000. AID 2130, 2009;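 active means inhibition above the campaign mean of all compounds plus 3 SD, cut at about 26% in these data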;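 further: competitive labeling of PME-1 active site by serine hydrolase directed probe; 0% = PME-1 with DMSO and 100% = wells lacking PME-1 enzyme; inhibitors block probe labeling so polarization falls and inhibition rises; many of its hits are not listed in these tables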
MCL1 BIM primary: inhibitors of MCL1 binding to BIM-BH3, primary screen, biochemical, fluorescence polarization; Induced myeloid leukemia cell differentiation protein Mcl-1 (Homo sapiens), Q07820; GST-MCL1 / FITC-Bim-BH3 fluorescence polarization; inhibition, % at 10.9 µM; hit rate 0.68% among 320,000;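 active means inhibition above the mean inhibition of all tested compounds plus 3 SD, set per campaign, cut at about 40% in these data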;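 further: 0% = DMSO wells and 100% = unlabeled Bim-BH3 peptide control; higher means more loss of mP so more displacement of Bim peptide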
GLD-1 TGE inh: GLD-1/TGE RNA complex disruptors, primary screen, biochemical, fluorescence polarization; Female germline-specific tumor suppressor gld-1 (Caenorhabditis elegans), Q17339; purified GLD-1 + fluorescein TGE RNA; inhibition, % at 5.96 µM; hit rate 0.44% among 320,000;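 active means percent inhibition above a per-plate cutoff, the plate mean of test compounds plus 3 SD, cut at about 30% in these data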;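 further: 0% = DMSO wells with GLD-1 and probe and 100% = wells lacking GLD-1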
Target sequence (Q17339 whole entry, looked up): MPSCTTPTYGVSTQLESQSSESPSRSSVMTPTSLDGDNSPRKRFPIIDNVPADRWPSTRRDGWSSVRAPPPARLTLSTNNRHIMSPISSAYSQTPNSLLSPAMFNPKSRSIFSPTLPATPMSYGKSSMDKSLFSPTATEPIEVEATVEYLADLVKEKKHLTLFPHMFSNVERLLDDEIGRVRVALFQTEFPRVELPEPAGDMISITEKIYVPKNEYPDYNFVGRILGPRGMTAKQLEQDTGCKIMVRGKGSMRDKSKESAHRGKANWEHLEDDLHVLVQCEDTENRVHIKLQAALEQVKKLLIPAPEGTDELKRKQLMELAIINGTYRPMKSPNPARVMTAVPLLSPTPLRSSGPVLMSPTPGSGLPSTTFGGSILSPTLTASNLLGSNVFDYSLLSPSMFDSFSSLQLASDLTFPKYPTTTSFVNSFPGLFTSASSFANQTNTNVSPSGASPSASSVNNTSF
BCLXL inh: inhibitors of human Bcl-xL, primary screen, biochemical, fluorescence polarization, HTS; Bcl-2-like protein 1 (Homo sapiens), Q07817; GST-Bcl-xL / FITC-Bim BH3 peptide fluorescence polarization; inhibition, % at 10.9 µM; hit rate 0.7% among 320,000;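 active means inhibition above the mean of all tested compounds plus 3 SD, cutoff set per campaign, cut at about 30% in these data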;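 further: 0% = DMSO wells and 100% = unlabeled Bim-BH3 peptide competitor; inhibitors lower millipolarization by displacing the labeled peptide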
Target sequence (Q07817 whole entry, looked up): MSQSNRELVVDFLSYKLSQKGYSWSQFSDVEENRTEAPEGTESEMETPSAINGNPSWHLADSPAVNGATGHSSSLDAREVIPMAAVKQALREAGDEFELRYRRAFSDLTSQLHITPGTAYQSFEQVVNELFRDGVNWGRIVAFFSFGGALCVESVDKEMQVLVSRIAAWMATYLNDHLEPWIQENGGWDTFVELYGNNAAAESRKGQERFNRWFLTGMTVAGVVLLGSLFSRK
The depositor's hits bear a star; i = inactive; ? = inconclusive; . = not tested or not shown.

nr	SMILES	BCLXL inh	MEX-5 binding	Fam108B counter	GLD-1 TGE inh	PAD4 inh	TPT1 inh	GSTO1 inh	PME-1 primary	MCL1 BIM primary
1	CCOc1ccc2nc(/N=C/c3nc(-c4ccc(Br)cc4)oc3O)sc2c1	-8.7	0.6	-6.0	-32.8	-7.2	50.2*	-1.0	7.1	-23.2
2	COCCCn1c(SCc2cccc(OC)c2)nc2cc(OC)c(OC)cc2c1=N	10.5	0.6	14.4	10.1	-2.5	-1.9	-2.7	2.0	6.9
3	Clc1ccccc1C1CC(c2ccccc2)Nc2ncnn21 (stereo not drawn)	4.1	0.0	0.1	6.1	3.3	-3.9	3.0	3.9	-3.8
4	N#C/C(=C/c1ccccc1[N+](=O)[O-])c1nnc2n1CCCCC2	0.3	-1.1	-2.3	5.6	-1.3	2.0	10.1	-4.6	-5.1
5	COc1ccccc1Nc1nnc(SCC(=O)NC(=O)Nc2ccc3c(c2)OCCO3)s1	2.0	-2.9	-7.3	2.8	2.6	-1.0	3.7	-4.5	1.3
6	O=C(CCn1nc(-c2ccc(Cl)cc2)c2ccccc2c1=O)NN1CCOCC1	7.1	-2.7	-4.1	3.1	-3.6	0.5	7.1	6.5	5.8
7	COc1ccc(NC(=O)CSc2nnc(-c3cnccn3)n2C)cc1OC	-1.6	-1.1	5.5	5.1	-0.5	-3.1	3.7	-3.4	-0.5
8	Cc1ccc(OCC(=O)N2N=C(C(F)(F)F)CC2(O)C(C)(C)C)cc1C (stereo not drawn)	-1.5	2.3	-1.4	5.3	-2.8	-5.3	0.7	-8.6	4.1
9	CN1/C(=C\C=C2/SC(=S)N(CC(=O)O)C2=O)C(C)(C)c2ccccc21	35.6*	?	-337.2	-37.6	-185.4	78.6*	-264.7	i	-12.9
10	O=C1CC(c2cccc(Br)c2)C2=C(COC2=O)N1 (stereo not drawn)	-5.3	2.6	0.4	-4.8	-3.1	-1.5	1.7	1.6	-7.2
11	O=C(Cn1c(CO)nc2ccccc21)Nc1ccccc1Cl	8.0	-0.8	0.3	6.8	-2.0	-2.4	-1.2	-1.1	1.8
12	COc1cc(C2c3[nH]c4ccccc4c3CCN2Cc2cn(C)nc2C)ccc1F (stereo not drawn)	1.8	-0.4	-3.6	3.8	-1.5	-0.4	-0.6	-3.2	16.0
13	Cc1ccc(O)c(NC(=O)c2noc(C(C)C)c2[N+](=O)[O-])c1	2.0	-5.3	1.1	-3.3	0.3	-4.1	35.2*	6.8	2.2
14	Cc1ccc(N)cc1-n1c(C)ccc1C	26.1	0.8	2.1	3.1	-3.5	3.8	5.7	7.9	25.1
15	O=C(Nc1ccc(N2CCN(C(=O)c3ccco3)CC2)cc1)c1ccccc1Br	2.0	-0.5	-0.4	4.6	-1.5	-2.2	-19.6	-6.8	-0.1
16	CCOc1ccc(/C(CCC(=O)O)=N/NC(=S)NC(C)C)cc1	-4.0	-1.1	-4.7	-4.0	1.0	-2.1	-2.0	-2.4	1.7
17	COc1ccc(Cc2c(N)nc(C)nc2N)cc1	5.3	-1.1	-5.4	-4.5	2.0	-4.0	3.2	1.9	0.2
18	CCCCN(C(=O)c1ccc([N+](=O)[O-])o1)c1c(N)n(CCCC)c(=O)[nH]c1=O	-1.1	-1.4	-2.5	8.3	-9.3	-1.2	0.8	-3.8	1.7
19	O=C(NC(=O)N1CCOCC1)c1ccccc1	2.6	1.2	5.7	5.4	-5.2	-0.6	-2.2	-0.6	2.7
20	COc1cc(CNCc2cc(OC)c(OC)c(OC)c2)cc(OC)c1	1.7	-0.1	0.2	-5.5	2.0	1.4	-2.5	-0.1	-4.4
21	C/C(=N\NC(=S)NC1CCCCC1)c1ccc(C#N)cc1	2.4	1.2	-3.6	-2.5	-1.1	1.3	-2.4	-5.4	5.5
22	COc1ccccc1CCNS(=O)(=O)c1ccc(C(=O)O)n1C	1.1	-2.5	1.2	4.0	2.0	0.0	2.0	2.3	-1.5
23	Fc1cc(F)c(NC(=S)N2CCOCC2)c(F)c1	4.2	-2.2	3.6	4.2	3.6	-0.2	5.0	1.2	-4.8
24	COc1ccc(/C=C(/NC(=O)c2ccccc2OC)C(=O)Nc2ccc(C(=O)O)cc2)cc1	5.7	1.0	-0.1	0.5	0.4	-1.9	0.2	4.2	1.2
25	CON(C)c1nc(Oc2ccc(=O)[nH]n2)nc(N(C)C)n1	1.6	0.2	0.8	-7.4	0.4	-1.0	6.5	2.2	4.2
26	COc1cccc(CN(C)C(=O)c2cc(-c3ccc(F)cc3)nc3ccccc23)c1	0.5	0.4	-1.8	12.5	5.6	-4.5	0.5	4.0	-4.8
27	CCCCNC(=O)c1c(N)n(/N=C/c2ccccn2)c2nc3ccccc3nc12	4.2	1.1	0.1	4.3	-5.7	-2.4	-2.6	-6.4	8.3
28	Cc1occc1-c1nnc(SCC(=O)Nc2nccs2)n1CCc1ccccc1	-1.7	1.6	-3.2	-7.0	-4.3	1.7	22.6	5.2	-3.5
29	COc1ccc(NC(=O)Cc2nnc(SCC(=O)NC3=NCCS3)n2C)cc1	3.6	0.9	1.9	4.6	-1.9	-0.8	8.5	-2.4	2.5
30	Cc1ccc(C)c(S(=O)(=O)N2CCN(C(=O)c3ccc(C)s3)CC2)c1	7.7	1.3	-1.3	2.1	3.0	0.7	-4.1	9.2	-4.7
31	CC(=O)C1C(c2ccncc2)NC(=O)NC1(O)C(F)(F)F (stereo not drawn)	0.6	-0.3	-0.4	4.6	-1.8	-1.5	4.9	0.7	4.4
32	CCN(CC)S(=O)(=O)c1ccc(NS(=O)(=O)c2ccc3oc(=O)[nH]c3c2)cc1	4.6	-1.1	-2.2	2.3	2.7	-0.6	44.0*	-1.7	7.2
33	Cc1ccccc1NC(=O)CN1C(=O)N/C(=C\c2ccc(N3CCOCC3)c(F)c2)C1=O	1.9	0.0	0.1	5.2	-3.8	2.7	8.3	0.2	1.5
34	CCNC(=O)CN(c1ccc(OC)c(OC)c1)S(=O)(=O)c1ccccc1	2.9	1.2	4.5	-0.3	1.4	-0.2	-1.4	-3.5	9.1
35	CCOC(=O)COc1ccc(Oc2nc(C)cc(OC)n2)nn1	2.4	1.4	-4.2	-1.7	-4.8	-0.2	1.7	-3.0	3.5
36	Cc1ccc(NC(=O)c2sc3nc(N4CCOCC4)c4c(c3c2N)CC(C)(C)OC4)cc1	6.2	1.3	1.0	0.3	-3.0	2.3	12.0	4.0	6.9
37	CCn1c(C)c(C)c2cc(C(=O)NCCCN3CCN(C)CC3)ccc21	2.2	0.1	-1.0	0.1	-11.1	1.2	-3.4	-5.2	-1.2
38	COc1ccc(S(=O)(=O)Nc2ccccn2)cc1	7.3	0.5	0.2	8.4	-4.9	-0.5	-5.9	1.5	9.7
39	COc1ccc(C(=O)NC(C)c2nnc(SCC(=O)NC3=NCCS3)n2C)cc1 (stereo not drawn)	3.8	-3.7	1.4	0.5	-1.4	-5.0	3.7	-6.8	4.7
40	O=C(NCCC1CCCCN1S(=O)(=O)c1cccs1)C(=O)Nc1ccc(F)cc1 (stereo not drawn)	2.8	-2.3	-0.8	4.9	0.9	0.2	2.4	-0.3	-4.6
41	CCS(=O)(=O)c1nc(S(=O)(=O)c2ccc(Cl)cc2)c(N2CCC3(CC2)OCCO3)s1	5.1	0.3	1.7	3.7	-0.6	1.3	-8.9	8.0	6.0
42	CN(C)S(=O)(=O)c1cccc(NC(=O)CSc2nncn2-c2ccccc2)c1	-5.5	-1.1	-4.3	0.8	-7.1	2.3	12.7	-5.2	-7.0
43	COC(=O)c1cn(CC(=O)NC2CCCCC2)c2ccccc12	-2.1	-4.2	-2.9	1.8	1.5	-0.7	7.2	-0.8	-2.7
44	CCc1cc2c(=O)n(Cc3ccccc3)c(SC3CCOC3=O)nc2s1 (stereo not drawn)	-0.4	-0.4	3.7	7.2	0.7	-0.6	3.9	-1.8	-3.6
45	Cc1ccc(SCC(=O)NCc2ccc(F)cc2)cc1	11.5	.	-0.6	0.0	2.8	1.1	5.1	0.3	4.0
46	CC1CCCC(C)N1C(=O)COC(=O)CCC1CCCC1 (stereo not drawn)	2.8	2.6	0.1	7.8	0.7	2.3	13.3	6.9	3.1
47	CCCc1nc(SC)[nH]c(=O)c1C	-1.0	1.7	1.6	4.6	4.6	0.6	-1.2	6.0	2.3
48	CCN(CC)S(=O)(=O)c1cccc(NC(=O)COC(=O)/C=C/c2cccs2)c1	1.7	1.1	-4.0	2.0	2.8	-4.8	0.7	2.7	-0.8
49	CN(C(=O)COC(=O)c1ccccc1C(=O)N(C)c1ccccc1)c1ccccc1	2.9	1.2	-3.2	5.8	4.0	1.9	0.4	-9.1	-3.7
50	COc1ccc(NC(=O)CN(C)CC(=O)c2c(C)[nH]c3ccccc23)cc1	2.7	.	.	6.3	-5.1	.	.	0.1	4.7
51	COc1ccc(NC(=O)CNS(=O)(=O)c2cccs2)c(OC)c1	2.6	0.2	-1.9	3.2	1.1	-0.4	-3.1	-1.7	-4.2

Not all compounds are listed (hit frequency here may not be typical).
